hIAP act = increases human intestinal alkaline phosphatase activity; P09923; purified human IAP, CDP-Star luminescence, 30 min; active compounds read high; 1 = vehicle-only enzyme, 0 = enzyme-free background; activation factor at 10 µM; hit rate 0.16% among 330,000; AID 2524;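 active = activation factor of the enzyme at least 2-fold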; also: the source names both 10 and 20 µM as test concentration; values of inactives mirror those of a sister screen read the other way
Target sequence (P09923 whole entry, looked up): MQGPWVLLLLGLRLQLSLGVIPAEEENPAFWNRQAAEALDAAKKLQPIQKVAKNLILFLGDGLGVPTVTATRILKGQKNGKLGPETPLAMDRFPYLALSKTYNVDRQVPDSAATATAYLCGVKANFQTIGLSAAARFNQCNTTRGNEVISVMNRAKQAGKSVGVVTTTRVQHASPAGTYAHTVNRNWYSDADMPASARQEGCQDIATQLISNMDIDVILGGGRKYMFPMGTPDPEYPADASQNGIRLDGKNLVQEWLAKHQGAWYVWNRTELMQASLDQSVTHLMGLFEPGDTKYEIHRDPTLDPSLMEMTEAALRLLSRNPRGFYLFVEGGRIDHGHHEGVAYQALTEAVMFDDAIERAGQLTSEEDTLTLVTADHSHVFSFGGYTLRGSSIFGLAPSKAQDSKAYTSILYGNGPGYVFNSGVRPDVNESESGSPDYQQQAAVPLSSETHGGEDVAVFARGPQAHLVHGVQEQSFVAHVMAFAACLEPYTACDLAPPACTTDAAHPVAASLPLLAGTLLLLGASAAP
APOBEC3G inh = APOBEC3G (human) deaminase inhibition | Q9HC16 | recombinant A3G, ssDNA deamination FAM/TAMRA fluorescence | inhibition, % at 20 µM | hit rate 0.28% among 330,000 | AID 493012;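 active = inhibition of at least 40% at 20 µM, with no more than 30% in the related APOBEC3A deaminase screen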;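 also: plate controls were DMSO wells with A3G for no effect and wells lacking A3G enzyme for full effect; some compounds called inactive have numbers as strong as hits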
Target sequence (Q9HC16 whole entry, looked up): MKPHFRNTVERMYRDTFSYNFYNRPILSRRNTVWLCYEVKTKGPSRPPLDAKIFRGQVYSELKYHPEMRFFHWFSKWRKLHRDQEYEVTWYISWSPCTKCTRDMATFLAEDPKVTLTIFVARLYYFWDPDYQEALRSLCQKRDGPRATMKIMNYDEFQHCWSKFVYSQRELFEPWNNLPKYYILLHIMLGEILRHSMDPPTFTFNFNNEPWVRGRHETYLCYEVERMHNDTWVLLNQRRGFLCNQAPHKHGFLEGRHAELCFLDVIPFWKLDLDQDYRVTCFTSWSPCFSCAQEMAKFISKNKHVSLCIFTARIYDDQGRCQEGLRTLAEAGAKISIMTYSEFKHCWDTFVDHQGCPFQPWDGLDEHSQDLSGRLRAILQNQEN
APOBEC3A inh = blocks human APOBEC3A ssDNA deamination; recombinant A3A, FAM/TAMRA ssDNA deamination fluorescence; inhibition, % at 20 µM; hit rate 0.41% among 330,000;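 active = at least 40% inhibition at 20 µM here, with at most 30% in a related deaminase screen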;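 also: plate controls were A3A with DMSO for no effect and wells lacking A3A enzyme for full effect; some results filed as inactive read as strong as hits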
mIAP activ = increases mouse intestinal alkaline phosphatase activity; activation factor at 10 µM; hit rate 0.24% among 330,000; muIAP, CDP-Star luminescence, 30 min; active compounds read high; 1 = vehicle-only enzyme signal, 0 = enzyme-free wells;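 active = activation factor of at least 2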; also: the source names both 10 and 20 µM as test concentration; values of inactives mirror those of a sister screen read the other way
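Assay system: mouse IAP enzyme / Compound: DMSO-dissolved test compounds / Timing: 30 min, room temperature / Measured by: luminescence from enzymatic CDP-Star hydrolysis / Control set: DMSO-only wells, enzyme-free buffer wells as negative control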
mIAP inh = mouse IAP inhibition; purified mouse IAP, CDP-Star luminescence, 30 min; inhibition, % at 10 µM; hit rate 0.2% among 330,000; AID 2806;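 active = inhibition of at least 40% at 10 µM in the primary screen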;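 also: plate controls were DMSO with enzyme for no effect and no enzyme wells for full effect; values of inactives mirror those of a sister screen read the other way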
hIAP inh = human IAP inhibition. purified IAP, CDP-Star luminescence, 30 min. inhibition, % at 10 µM. hit rate 0.12% among 330,000. AID 2544;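 active = inhibition reaching a set limit with compound at 10 µM in the primary screen, cut at about 35% in these data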;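 also: plate controls were DMSO wells with enzyme for no effect and no-enzyme buffer wells for full effect; values of inactives mirror those of a sister screen read the other way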
GRIN3A LBD mod = modulators (binders) of human NR3A ligand-binding domain | NR3A LBD differential scanning fluorimetry, Tm shift; 0% = protein alone, 100% = glycine-bound protein | Tm shift relative to glycine control, % at 25 µM | hit rate 2.5% among 340,000 | AID 1259313;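 active = melting temperature shift of at least 10% of the positive control shift, at one fixed dose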
MPTP block = permeability transition pore inhibition. isolated mouse mitochondria, Ca2+ swelling absorbance, 30 min. inhibition, % at 10 µM. hit rate 1.4% among 360,000. AID 602449;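 active = inhibition of 50% or more, scaled per plate between neutral and stimulator controls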;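 also: 0% = DMSO wells given calcium and 100% = 1 mM EGTA wells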
beta cell repl = MIN6 beta-cell proliferation induction | hit rate 0.29% among 330,000 | MIN6 cells proliferation, ATPlite luminescence, 48 h; cells starved in 0.2% serum; 100% = growth in 10% serum | proliferation, % at 10 µM | AID 2380;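 active = compounds whose signal lies at least 3.5 SD above the mean of all wells on their plate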;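 also: 0% = DMSO-treated cells in low-serum medium and 100% = 10% serum control; some compounds called inactive have numbers as strong as hits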
The depositor's hits bear a star; · = not tested or not shown.

canonical_smiles	mIAP activ	APOBEC3G inh	MPTP block	hIAP act	APOBEC3A inh	mIAP inh	beta cell repl	GRIN3A LBD mod	hIAP inh
Cc1ccc(/C=C/C(=O)Nc2ccc([N+](=O)[O-])cc2)o1	0.81	-8	89*	1	-3	19	-4	3	0
CCOc1ccccc1NC(=O)c1nnn(CC(=O)Nc2cc(C)cc(C)c2)c1N	1.1	-3	10	1.2	-3	-8	-2	13*	-16
S=C(NCc1ccco1)Nc1ccc(Br)cn1	0.8	-5	-1.1	0.75	-2	20	0	2	25
CCCNC(=S)N1CCC(C(=O)c2ccc(Cl)cc2)CC1	1	-3	0.2	0.86	-10	-2	0	1	14
Cc1nc2ccc3nc(NC(=O)C4COc5ccccc5O4)sc3c2s1 (stereo unspecified)	0.88	-13	0.4	1.2	-1	12	1	1	-16
Cc1ccc(NC(=O)C2CCCN(S(=O)(=O)c3cccnc3)C2)c(C)c1 (stereo unspecified)	0.93	-5	0.7	1	-3	7	2	0	-4
N#Cc1c(Cl)nc(-c2cccnc2)nc1-c1ccccc1	0.98	-2	·	0.89	-1	2	-3	·	11
CC1(C)C[C@@H](O)[C@]2(C)CC[C@]3(C)C(=CCC4[C@@]5(C)CC[C@H](O)[C@](C)(CO)C5CC[C@]43C)[C@@H]2C1 (stereo partly specified)	1.1	-1	0.2	0.97	3	-13	-6	0	3
O=C(NCCCN1CCOCC1)c1cc2c(s1)CCC2	0.98	-1	-0.9	0.97	0	2	-3	2	3
O=C(Nc1ccccc1)Nc1cccc(NC(=O)Nc2ccccc2)c1F	1.4	-8	0.5	1	-1	-43	-3	24*	-4
CCCC(C(=O)NCCC(C)C)N(Cc1ccccc1Cl)C(=O)c1snc(C(N)=O)c1N (stereo unspecified)	1	-4	-0.1	1.1	11	-2	-2	-1	-6
CCC(Oc1ccccc1)C(=O)N1CCN(S(=O)(=O)c2ccccc2)CC1 (stereo unspecified)	1	-6	-0.5	0.96	-2	-3	6	0	4

2 compounds drawn at random from those above:
canonical_smiles	mIAP activ	APOBEC3G inh	MPTP block	hIAP act	APOBEC3A inh	mIAP inh	beta cell repl	GRIN3A LBD mod	hIAP inh
CCC(Oc1ccccc1)C(=O)N1CCN(S(=O)(=O)c2ccccc2)CC1 (stereo unspecified)	1	-6	-0.5	0.96	-2	-3	6	0	4
N#Cc1c(Cl)nc(-c2cccnc2)nc1-c1ccccc1	0.98	-2	·	0.89	-1	2	-3	·	11

(more compounds)
canonical_smiles	mIAP activ	APOBEC3G inh	MPTP block	hIAP act	APOBEC3A inh	mIAP inh	beta cell repl	GRIN3A LBD mod	hIAP inh
COC(=O)c1sc(-c2ccc(C(C)(C)C)cc2)cc1NC(=O)COCC(=O)O	0.88	-6	6.5	0.79	-3	12	-1	-408	22
O=C(CCn1c(=O)sc2ccccc21)NCc1cccs1	0.94	-5	-0.4	0.96	-2	6	-2	1	4
O=C(Nc1ccc(F)cc1F)c1ccccc1-c1ccccc1	1	3	-0.9	1.1	0	-3	-1	-2	-11
CCN(CC(=O)NCc1ccc(Cl)cc1)C(=O)c1cc(S(=O)(=O)NCc2ccccc2)ccc1C	1.1	-5	1.7	1.2	-4	-8	-3	-1	-16
O=S(=O)(c1ccccc1)c1cnc(-c2cccnc2)nc1-c1ccc(Cl)cc1Cl	0.82	-13	4.3	0.86	-4	18	-5	4	14
O=C(Cc1coc2cc3c(cc12)CCC3)OCc1cc(=O)n2c(n1)sc1ccccc12	0.98	4	0.5	1.2	27	2	-1	1	-21
COc1ccc(-c2cc(-n3c(C(F)(F)F)nc4ccccc43)n(CCC#N)n2)cc1	1.1	-7	0.1	0.96	-4	-15	-4	-1	4
CC(C)CCN1CC(=O)N2[C@@H](Cc3c([nH]c4ccccc34)C2(C)C)C1=O	1	-3	0.5	0.96	-1	0	2	0	4
CCc1c(C)nc(SC)n(CC#N)c1=O	0.95	-3	-0.6	1.1	0	5	-1	-1	-14
CC(C)(C)NC(=O)C(c1ccc(O)cc1)N(C(=O)CCC(=O)Nc1nccs1)c1ccccc1F (stereo unspecified)	1.1	5	-2.4	0.85	2	-6	-2	-1	15
O=C(C1CCN(S(=O)(=O)c2ccccc2)CC1)N1CCCCC1	1.1	-1	-3.0	1	-4	-11	-3	-1	-2
COC(=O)C1=C(Nc2ccccc2NC(=O)CCCC(=O)O)CSC1	0.94	-7	1.9	0.88	-2	6	1	0	12
CCOC(=O)c1c(C)nc2sc3c(=O)[nH]cnc3c2c1-c1ccc(OC)cc1	1	-4	-0.8	1.1	4	-3	1	0	-8
CCOC(=O)c1c(C)[nH]c(C2=NNC(=Nc3ccccc3OC)SC2)c1C	0.88	-4	1.0	1.2	0	12	-4	1	-18
COc1ccc(NC(=O)NCc2ccc3c(c2)OCO3)cc1OC	1	-5	-0.4	1	-4	-2	2	-4	-2
CCOc1ccc(Cc2onc3c2C(=O)CC(C)(C)C3)cc1OCC	0.95	-10	2.0	1	-2	5	2	1	0
CCCc1ccc(S(=O)(=O)N/N=C\c2ccc3c(c2)OCO3)cc1	0.94	-3	0.7	1.1	0	6	1	-5	-13
Cc1nc(N2CCC(C)CC2)c2c(C)c(C(=O)Nc3ccc(C)c(F)c3)sc2n1	1.1	-1	44	1.2	1	-5	-4	-5	-20
CCCc1cc(=O)[nH]c(SCc2ccc(C#N)cc2)n1	0.99	-8	0.5	0.88	-4	0	-2	0	12
O=C(O)CC1NCCc2ccccc21 (stereo unspecified)	1	-7	2.3	1.1	13	-1	-2	-1	-7
COCCn1c(SCC(=O)N2CCCc3ccccc32)nnc1-c1ccco1	1	-7	-2.5	1.2	-10	-2	-2	0	-16
CCS(=O)(=O)Nc1cc(C(=O)O)ccc1C	1	2	-1.5	0.99	7	-2	3	-2	1
CC(=O)NC(CC(=O)OCC(=O)c1ccc(NC(=O)CC(C)C)cc1)c1ccccc1 (stereo unspecified)	0.92	0	0.4	1.2	8	8	10	0	-17
Cn1c(NC(=O)Cc2ccc(F)cc2)cc(=O)n(C)c1=O	0.98	-7	0.1	1	0	2	-3	0	0
COc1ccc(-c2cc(C(=O)NCCCn3ccnc3)no2)cc1	1	-5	2.8	0.98	0	0	0	-1	2
CCCN1CC23C=CC(O2)C(C(=O)O)C3C1=O (stereo unspecified)	1.1	3	-0.7	1.1	2	-11	1	2	-9
Cc1cccc(/C=N/NC(=O)Cc2ccc(Cl)cc2)c1O	0.88	0	16	1.5	4	12	-4	2	-47
Cc1ccc(S(=O)(=O)Nc2ccnc(-c3cccnc3)n2)cc1	0.94	-3	0.1	1	0	6	-3	0	-3
CCCCn1c(CN2CCN(c3ccccc3)CC2)nc2c1c(=O)n(C)c(=O)n2C	0.98	-8	2.5	0.84	-1	2	-6	-1	16
CCn1c(SCC(=O)Nc2ccc3c(c2)c2ccccc2n3CC)nnc1-c1cnccn1	0.94	-5	1.9	1.2	0	6	-4	-5	-21
Cc1ccc(N(C(=O)C2CCCO2)C2C=CS(=O)(=O)C2)cc1Cl (stereo unspecified)	1	-6	-0.2	1.2	-3	0	-2	-1	-24
CC(NC(=O)c1cccc(S(=O)(=O)N2CCN(Cc3ccccc3)CC2)c1)c1ccc(Cl)cc1 (stereo unspecified)	1.1	-7	0.7	0.97	-1	-9	-5	-2	2
CCOc1ccc(C(=O)NCc2ccco2)cc1OCC	0.98	-11	-0.6	0.97	-6	2	-1	1	3
Cc1ccc2c(C)c(C(=O)N(C)C(C)c3ccon3)oc2c1C (stereo unspecified)	1	-8	-1.1	0.98	-2	-3	7	0	2
CCOc1ccccc1/C=N/Nc1ccnc(=O)[nH]1	1	0	-0.5	1.3	-6	-5	-5	-4	-32
CCOC(=O)c1c(NC(=O)Nc2cccc(Cl)c2)sc(C)c1C	1	-8	42	0.96	-1	-3	-2	-8	4
COCCN1C(=O)N(c2cccc(C)c2)C(=O)C1CC(=O)Nc1ccc(F)cc1 (stereo unspecified)	0.98	-4	-3.0	0.87	-3	2	-2	2	13
Nc1c(C(=O)NCc2ccco2)sc2nc3c(cc12)C(=O)CCC3	0.86	16	-0.3	0.84	18	14	-3	-3	16
O=C(/C=C/c1ccccc1[N+](=O)[O-])N1CCc2ccccc2C1	0.98	-5	1.2	1.2	-3	2	0	1	-21
CCOC(=O)C1CCN(CCC(=O)Nc2ccc(Cl)cc2)CC1	1	0	1.4	0.93	-2	-4	-1	0	7
CCOc1ccc(-c2c(C(=O)N/N=C/C3CC=CCC3)nnn2-c2nonc2N)cc1 (stereo unspecified)	0.98	0	-1.1	0.66	-8	2	-7	-1	34
CC(C)=C1SC(N2CCOCC2)=NC1=O	1	-7	-1.3	1.1	-6	-2	0	0	-7
CN(c1ccccc1)S(=O)(=O)c1ccc(C(=O)N2CCCC(C(F)(F)F)C2)cc1 (stereo unspecified)	1	-6	-1.0	0.87	-3	0	0	-3	13
O=C(Nc1ccc2c(c1)OCO2)c1ccc[n+]([O-])c1	1	-5	2.0	0.98	1	-1	-2	1	2
C[C@H](CO)N1C[C@H](C)[C@@H](CN(C)C(=O)NC2CCCCC2)Oc2ccc(NC(=O)Nc3ccccc3)cc2C1=O	2.6*	-7	-0.9	0.9	-4	-159	-2	-2	10
CCOc1ccc(N(C)S(=O)(=O)c2csc(C(N)=O)c2)cc1	1	-8	0.0	1	-3	-2	1	1	-1
COc1ccc(NC(C)=O)cc1NC(=O)C1CCCN1C(=O)c1cccs1 (stereo unspecified)	0.94	-10	-2.6	1	-3	6	-3	0	-2
COc1ccc(CCN2C(=O)C(C)=C(C)C2=O)cc1OC	0.98	-6	-0.3	1	-6	2	-1	-1	0
O=C(CCCC1=NS(=O)(=O)c2ccccc2N1)N1CCN(c2ccc(Cl)cc2)CC1	1.1	-11	-0.7	1.4	-1	-8	-2	-2	-37
Cc1[nH]nc2c1C(c1ccsc1)C(C#N)=C(N)O2 (stereo unspecified)	0.87	-4	-2.9	0.96	-3	13	-2	1	4
C[C@H](CO)N1C[C@H](C)[C@@H](CN(C)Cc2ccccc2)Oc2ccc(NC(=O)Cn3cnnn3)cc2C1=O	1.1	-3	-1.5	1.2	-2	-8	-4	5	-24
COCCNC(=O)c1c(N)n(-c2cccc(C)c2)c2nc3ccccc3nc12	1.1	-3	2.0	1.2	-3	-13	-2	1	-16
COc1cccc(OCc2cc(C(=O)N(C)Cc3nc(C)cs3)no2)c1	1	-8	1.8	0.93	-2	-2	-3	2	7
O=c1[nH]c(=S)[nH]c2sccc12	1.1	12	-3.2	1	4	-9	-3	0	-4
Cc1cccc(N2N=C(C(=O)Nc3ccc(Cl)c(S(=O)(=O)N4CCOCC4)c3)CCC2=O)c1	0.98	-6	0.2	0.84	0	2	4	-1	16
CCOc1ccc(S(=O)(=O)NCCC(=O)N2CCN(c3ccc(OC)cc3)CC2)cc1	1.1	-5	0.9	1	-5	-6	1	1	0
Cc1ccc(S(=O)(=O)Nc2ccccc2F)cc1C(=O)NNC(=O)c1ccccc1O	0.77	-4	0.0	1.4	1	23	1	-3	-41
O=c1c2c(-c3ccccc3)ccnc2[nH]n1-c1ccccc1	1.1	9	1.3	0.95	-2	-8	-2	2	5

Screening results: PubChem BioAssay, Sanford-Burnham Center for Chemical Genomics
